# H9c2 TAG inh – triacylglycerol accumulation inhibition | H9c2 cells, Nile Red lipid (TAG) fluorescence; cells loaded with 200 µM oleic acid | inhibition, % at 12.5 µM | actives 0.66% (n = 230,000) | AID 651582;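 active means pattern-corrected inhibition of lipid staining of at least 50% with the nuclear-stain viability signal not falling by more than 50%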;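 further: 0% = DMSO wells and 100% = triacsin C control wells; some results filed as inactive read as strong as hits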
# H9c2 TAG inh DAPI viability – further read-out of H9c2 TAG inh, marked with its call; DAPI nuclei signal change (viability), lower = more cytotoxic, %;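 whole-well DAPI fluorescence read on a plate reader as a viability signal; minus 50 percent equals half of cells still viable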
# * hit, by the source's call.
SMILES,H9c2 TAG inh,H9c2 TAG inh DAPI viability
CC(=O)Nc1ccc(OCC(=O)NC(C)C(C)C)cc1 (stereo not given),-9,4
O=C(c1ccc(Br)s1)N1CCN(S(=O)(=O)c2ccccc2)CC1,2,-1
COc1ccccc1CNC(=O)CNCC1CCCO1 (stereo not given),15,-5
O=C(CCc1nnc(C2CCCCC2)o1)NCc1ccc(F)c(F)c1,-4,3
N#CCCN(Cc1cccnc1)C(=O)c1sc2cc(F)ccc2c1Cl,-11,-1
CC(C)Cn1c(N)c(C(=O)COC(=O)Cc2cccc(C(F)(F)F)c2)c(=O)n(C)c1=O,7,-10
C=CCN(c1ccccc1)S(=O)(=O)c1cccc(C(=O)N2CCCC2)c1,7,0
CNC(=O)C1CC(=O)N(CCCc2ccccc2)C(=Nc2ccccc2)S1 (stereo not given),6,-7
O=C1/C(=C/c2cccnc2)SC(=S)N1Cc1ccco1,-10,8
CCOC(=O)c1c(N)c2cc([N+](=O)[O-])ccc2n1C,-9,3
CC(C)(C)C(=O)N1CCC(O)(CS(=O)(=O)Cc2ccc(Cl)cc2)CC1,-29,-18
CSCCC(NC(=O)C1CCC(C)CC1)C(=O)O (stereo not given),4,0
CC(C)(C)N(C=C(Cl)Cl)C(=O)NC1CCCCC1,-7,6
CCOc1cc(/C=N/NC(=O)c2ccc(CSc3nncn3C)cc2)ccc1OCC(=O)N1CCOCC1,-7,4
COc1ccc(C(=O)NCCCn2cccn2)cc1OC1CCN(C(C)=O)CC1,-6,-4
COc1ccc(C[C@H]2CN3C(=NC[C@@H]3Cc3ccc(O)cc3)N2C[C@H](C)NC(=O)c2ccc(C)c(Br)c2)cc1,126,-69
OC1CCC(Nc2ccn3nc(-c4cccc(Cl)c4)cc3n2)CC1 (stereo not given),2,20
COc1ccc(C(CNC(=O)c2[nH]c(C)c(C(C)=O)c2C)N2CCOCC2)cc1 (stereo not given),-4,1
COc1ccc2[nH]c3c(c2c1)CCNC3C1CC=C(C)CC1 (stereo not given),41,-11
NC(=O)c1nc(-c2ccccc2)c(-c2ccccc2)[nH]c1=O,-7,1
Cc1ccc(-n2c(C)cc(/C=N/Nc3ccc([N+](=O)[O-])cn3)c2C)cc1,0,-10
C=CCC(NCc1ccco1)c1ccc(OC)c(OC)c1 (stereo not given),14,-13
O=C(c1ccccc1-c1nc2ccccc2[nH]1)N1CCCCC1,-6,-7
O=C1CC(c2ccco2)CC(O)=C1C=Nc1cc(Cl)cc(Cl)c1 (stereo not given),5,4
O=C(NCc1ccc2c(c1)OCO2)c1ccco1,-15,1
COc1cc(/C=N/NS(=O)(=O)c2ccc(C(C)(C)C)cc2)cc([N+](=O)[O-])c1O,10,5
Cc1ccc(C(=O)N2CCC3(CC2)Oc2ccc(Cl)cc2C(=O)C32CC(c3ccc(Cl)cc3)=NO2)s1 (stereo not given),21,-1
CC(=O)Oc1ccc(CN2C(=O)C(CCc3ccccc3)ON=C2c2cnccn2)cc1 (stereo not given),9,-3
Cc1ccc(O)c(NC(=O)C2CCCCC2)c1,5,-8
O=C(Oc1c(Br)cc([N+](=O)[O-])cc1Br)c1cccnc1,6,8
O=C(N/N=C/c1ccc(O)cc1)Nc1cccc2nsnc12,128,-80
O=C(O)C(Cc1c[nH]c2ccccc12)N1C(=O)c2ccccc2C1=O (stereo not given),3,-5
Cc1cc(C)n2nnnc2n1,-1,1
Cc1cc2oc(=O)cc(-c3ccccc3)c2c(C)c1-c1ccc(C(F)(F)F)cc1,4,1
O=C(CCc1ccccc1)c1nnc(-c2ccccc2)o1,1,-4
CCC(c1nnnn1CCc1ccccc1)N1CCN(c2ccc(OC)cc2)CC1 (stereo not given),25,-10
Cc1ccccc1NC(C)C(=O)N/N=C/c1ccccc1OCc1cccc(Br)c1 (stereo not given),14,5
CCOc1ncccc1C(=O)Nc1cc(S(=O)(=O)N(CC)CC)ccc1N1CCOCC1,14,-7
CCOC(=O)C1(C)CCCN(C(=O)c2c(-c3ccccc3)noc2C)C1 (stereo not given),-5,6
CN(CCO)c1nc(N)c(C#N)c(CC#N)c1C#N,4,111
CCS(=O)(=O)c1ccc(O)c(NC(=O)Nc2cccc3ccccc23)c1,-3,-1
CSc1ncccc1C(=O)OCC(=O)N1CC2(C)CC1CC(C)(C)C2 (stereo not given),-1,-4
Cc1cc(C(F)F)n2nc(C(=O)Nc3ccc(S(=O)(=O)N4CCCCCC4)cc3)nc2n1,2,-4
O=c1[nH]nnc2c1sc1nc(N3CCOCC3)c3c(c12)CCCC3,0,9
COc1ccc(Cl)cc1N(C(C)=O)c1nc(C)cc(C)c1C#N,1,-3
O=C(NCC1CCCO1)c1nn2c(c1Cl)NC(c1ccc(F)cc1)CC2C(F)(F)F (stereo not given),24,-9
O=c1c2c([N+](=O)[O-])cc([N+](=O)[O-])cc2sn1-c1ccc(Br)cc1,-15,10
S=c1[nH]nc(Cn2c(-c3ccccn3)nc3ccccc32)n1-c1ccc2c(c1)OCCO2,1,-1
Cc1cc(C)c2ccc(N)nc2c1O,-12,13
CC(C)Oc1ccc2ccccc2c1C=O,-2,-3
COc1ccc(N2CCN(S(=O)(=O)c3c(C)n(C)c(=O)n(C)c3=O)CC2)cc1,0,2
CCOC(=O)c1c(NC(=O)C2CC(Cl)=CCC2C(=O)O)sc2c1CC(C)(C)OC2 (stereo not given),12,-6
CC(C)(CSc1ccccn1)NS(=O)(=O)c1ccccc1,-17,3
CN(C)CCCn1c2c(c(SCC(=O)Nc3cccc4ccccc34)nc1=O)CCCC2,22,-11
O=C(Nc1ccc(F)c(F)c1)C1CCN(S(=O)(=O)c2cccs2)CC1,3,4
CC1CCCN(C(=O)CSc2n[nH]c(-c3cccs3)n2)C1 (stereo not given),16,-1
CC(C)(C)OC(=O)C[C@@H]1C/C=C\C[C@@H](CC(=O)NCCO)C(=O)NC[C@@H](c2ccccc2)OC1=O,-12,-9
CCCCN(C(=O)C(C)N1C(=O)c2ccccc2C1=O)c1c(N)n(CCCC)c(=O)[nH]c1=O (stereo not given),8,6
O=C(COC(=O)CCNS(=O)(=O)c1cccc(C(F)(F)F)c1)NC(=O)NC1CCCCC1,0,5
Cc1nc2cc(C(=O)N3CCc4ccccc43)ccc2n1-c1ccc(F)c(F)c1,-7,4

# 16 entries from above, ordered by formula weight, low to high:
SMILES,H9c2 TAG inh,H9c2 TAG inh DAPI viability
Cc1cc(C)c2ccc(N)nc2c1O,-12,13
CC(C)Oc1ccc2ccccc2c1C=O,-2,-3
CC1CCCN(C(=O)CSc2n[nH]c(-c3cccs3)n2)C1 (stereo not given),16,-1
COc1ccc(Cl)cc1N(C(C)=O)c1nc(C)cc(C)c1C#N,1,-3
O=c1[nH]nnc2c1sc1nc(N3CCOCC3)c3c(c12)CCCC3,0,9
CSc1ncccc1C(=O)OCC(=O)N1CC2(C)CC1CC(C)(C)C2 (stereo not given),-1,-4
O=C(Nc1ccc(F)c(F)c1)C1CCN(S(=O)(=O)c2cccs2)CC1,3,4
O=c1c2c([N+](=O)[O-])cc([N+](=O)[O-])cc2sn1-c1ccc(Br)cc1,-15,10
COc1ccc(N2CCN(S(=O)(=O)c3c(C)n(C)c(=O)n(C)c3=O)CC2)cc1,0,2
CCOC(=O)c1c(NC(=O)C2CC(Cl)=CCC2C(=O)O)sc2c1CC(C)(C)OC2 (stereo not given),12,-6
S=c1[nH]nc(Cn2c(-c3ccccn3)nc3ccccc32)n1-c1ccc2c(c1)OCCO2,1,-1
CN(C)CCCn1c2c(c(SCC(=O)Nc3cccc4ccccc34)nc1=O)CCCC2,22,-11
CCCCN(C(=O)C(C)N1C(=O)c2ccccc2C1=O)c1c(N)n(CCCC)c(=O)[nH]c1=O (stereo not given),8,6
Cc1cc(C(F)F)n2nc(C(=O)Nc3ccc(S(=O)(=O)N4CCCCCC4)cc3)nc2n1,2,-4
O=C(COC(=O)CCNS(=O)(=O)c1cccc(C(F)(F)F)c1)NC(=O)NC1CCCCC1,0,5
CC(C)(C)OC(=O)C[C@@H]1C/C=C\C[C@@H](CC(=O)NCCO)C(=O)NC[C@@H](c2ccccc2)OC1=O,-12,-9

# More compounds follow.
SMILES,H9c2 TAG inh,H9c2 TAG inh DAPI viability
O=[N+]([O-])c1cnn(-c2nc(-c3ccco3)cc(C(F)(F)F)n2)c1,14,-2
CC(NCCC1(C(C)C)CCOC(C)(C)C1)c1cccs1 (stereo not given),-14,13
COC(=O)c1cn[nH]c1N,15,-24
O=C(NCCCN1CCCC1=O)c1ccc(S(=O)(=O)Nc2ccccc2)cc1,-22,1
COC(=O)c1ccc(NC(=O)c2cccc(OC)c2)cc1,-12,8
COc1ccc(NC(=O)CN(C)C2=NS(=O)(=O)c3ccccc32)cc1Cl,-3,8
COc1ccc(OCC(=O)N2CCN(C(=O)c3ccccc3)CC2)cc1,-17,11
COc1ccc(Br)cc1S(=O)(=O)Nc1ncccc1C,-10,-5
CN(C(=O)COC(=O)c1ccc(Cl)s1)C1(C#N)CCCCC1,9,-3
COc1cc(O)c(C(CC(=O)N2CCCCC2)c2ccc(N(C)C)cc2)c(OC)c1 (stereo not given),0,-3
CC(C)NC(=O)NC(=O)COC(=O)c1ccccc1O,6,-5
CCOc1cccc(N2C(=O)CC(N3CCN(c4nc5ccccc5s4)CC3)C2=O)c1 (stereo not given),8,7
O=C(NN=Cc1cccc2ccccc12)C1CC1,0,6
CCOC(=O)N1CCN(c2c(N3CCN(c4ccccc4F)CC3)c(=O)c2=O)CC1,4,-3
COc1ccccc1C(=O)NCCNc1ccc([N+](=O)[O-])cc1Cl,-14,-5
CCCOc1cccn2c(N(C=O)Cc3ccc(OC)cc3)c(CC)nc12,-3,-6
C=C(C)C(=O)Nc1cccc(C2=NOC3(C2)C[C@H](C(N)=O)N(C(=O)/C=C/C)C3)c1 (stereo not given in full),-4,-10
CCNC(=O)C1(C)CCCN1C(=O)c1ccc(F)c(Cl)c1 (stereo not given),4,-6
Cc1ccsc1-c1cc(C(=O)O)c2c(ccc3ccccc32)n1,-1,4
COCCN(CC(=O)Nc1cccc(C)c1C)C(=O)c1oc2c(Cl)cccc2c1C,14,-2
O=C(CN1C(=O)NC2(CCCCC2)C1=O)Nc1nc2c(F)cc(F)cc2s1,2,13
CC(C)OC(=O)c1c2c(n3ccccc13)C(=O)c1ccccc1C2=O,-50,-15
NC(=O)c1c(NC(=O)CSc2nnc(-c3ccco3)n2-c2ccccc2)sc2c1CCC2,16,0
CC1(Oc2ccc(CC#N)cc2)CCN(Cc2ccccc2OC(F)F)C1 (stereo not given),-12,3
COC(=O)/C=c1/s/c(=C(\C#N)C(=O)NCc2ccco2)n(-c2ccccc2)c1=O,-44,12
CC(=O)Nc1cc(-c2cccc(C(=O)NCCN(C)C)c2)cn2c(-c3cccc(C(F)(F)F)c3)cnc12,20,7
CC1(C(=O)Nc2nc3ccc(S(C)(=O)=O)cc3s2)CC1(Cl)Cl (stereo not given),11,-8
Cc1nn(-c2ccccc2)c2c1C1(C(=O)N(C(C)C)c3ccccc31)C(C#N)=C(N)O2 (stereo not given),-1,-6
O=C(CN1C(=O)C2C3C=CC(C4CC34)C2C1=O)OCC(=O)c1ccccc1 (stereo not given),0,-3
CCC1(c2ccccc2)NC(=O)N(CC(=O)Nc2ccc(N3CCCC3)cc2C)C1=O (stereo not given),6,-1
COc1ccccc1O,-5,-7
CC1(C(=O)NCCCN2CCOCC2)Oc2cccnc2NC1=O (stereo not given),-23,13
COc1ccc(C(C)=O)cc1COc1ccc([N+](=O)[O-])c(C)c1,11,-19
O=C(CSc1nnc(CN2CCOCC2)n1-c1ccc(Cl)cc1)N1CCc2ccccc21,12,0
CCCCCCNS(=O)(=O)c1ccccc1Br,-3,-2
CCCCC1(Cc2ccc(OC)c([N+](=O)[O-])c2)C(=O)N(c2ccccc2)N(c2ccccc2)C1=O,-17,-10
O=C(CC(=O)c1ccccc1)Nc1ccc([N+](=O)[O-])cc1,-15,1
COc1nccnc1NS(=O)(=O)c1ccc(NC(=O)c2cccc(C)c2)cc1,3,1
Cc1ccc2nc(Cl)nc(-c3ccccc3)c2c1,-17,4
COc1cccc(NC(=O)N2C3CCCC2CC(NC(=O)C(C)(C)C)C3)c1 (stereo not given),5,-4
COc1ccc(CNC(=O)COC(=O)c2ccc(Br)cc2)cc1,3,3
Cc1nc2ccc([N+](=O)[O-])cc2c(=O)n1Cc1ccccc1Br,6,-4
COc1ccc(CN(C)C[C@H]2OCCCC[C@H](C)Oc3ccc(NC(=O)CCC(F)(F)F)cc3C(=O)N([C@@H](C)CO)C[C@@H]2C)cc1,30,-16
Cc1nn(CC(=O)N2CC(=O)Nc3ccccc32)c(C)c1[N+](=O)[O-],21,-17
O=C(c1cc([N+](=O)[O-])ccc1N1CCCCC1)N1CCc2ccccc21,19,-28
Cc1[nH]c2ccccc2c1C=NNC(=O)c1cc(-c2cccnc2)nc2ccccc12,-30,7
COc1ccc(/C(N)=N/OC(=O)c2cccs2)cc1,-5,-2
O=C1Nc2ccccc2/C1=N/c1sc2c(c1C(=O)NCCc1ccccc1)CCCC2,-8,10
CC(C#N)OC(=O)c1cccnc1SCC(=O)Nc1ccc2c(c1)OCO2 (stereo not given),-5,6
O=C1NC[C@H](c2ccccc2)OC(=O)[C@H](Cc2ccc(F)cc2)C/C=C\C[C@@H]1CC(=O)N(CCO)Cc1ccccc1,-4,6
CC1=C(C(=O)N2CCOCC2)CC(CC(=O)NCc2ccco2)C(=O)N1CCC1=CCCCC1 (stereo not given),11,2
CC1CCCC(NC(=O)C2CCN(C(=O)Nc3ccccc3)CC2)C1C (stereo not given),14,0
O=C(CCCCC(=O)NN=Cc1ccc2c(c1)CCC2)NN=Cc1ccc2c(c1)CCC2,-1,11
Cc1ccc(S(=O)(=O)NCCNC(C)c2ccc(Br)cc2)cc1 (stereo not given),-8,5
COc1ccccc1NC(=O)C(C)OC(=O)CCC1CCCCC1 (stereo not given),-3,3
Cc1c(Nc2ncnc3nc[nH]c23)c(=O)n(-c2ccccc2)n1C,15,-9
COc1cc(C(C)=O)ccc1OCC(O)CN1CCN(S(=O)(=O)c2ccccc2)CC1 (stereo not given),4,-7
O=C(COc1cccc2ccccc12)N/N=C/c1ccco1,-11,-3
Clc1ccc(Oc2cccc(/C=N/n3cnnc3)c2)cc1,4,3

# These rows are one share of the data (hit frequency here may not be typical).
